NPYLR7 ag = activates Aedes aegypti NPYLR7 receptor; HEK293T NPYLR7/Galpha15, GCaMP6s calcium fluorescence; activation, % at 10 µM; hit rate 0.15% among 270,000; AID 1259423; in the data active means activation above about 40%;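 further: 0% = vehicle and 100% = reference agonist at the receptor; some compounds past the cut are filed as inactive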
mcGAS lum = inhibitors of mouse cGAS; inhibition, % at 12.5 µM; hit rate 0.15% among 160,000; recombinant cGAS, Kinase-Glo ATP depletion luminescence; AID 1259399;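 further: 0% = negative control wells and 100% = reference inhibitor with no enzyme activity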
hcGAS inh = human cGAS inhibition; AID 1259398; inhibition, % at 12.5 µM; recombinant h-cGAS, ATP depletion, Kinase-Glo luminescence; hit rate 0.081% among 290,000; Q8N884;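 further: 0% = vehicle reaction and 100% = reaction without DNA for no activity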
Target sequence (Q8N884 whole entry, looked up): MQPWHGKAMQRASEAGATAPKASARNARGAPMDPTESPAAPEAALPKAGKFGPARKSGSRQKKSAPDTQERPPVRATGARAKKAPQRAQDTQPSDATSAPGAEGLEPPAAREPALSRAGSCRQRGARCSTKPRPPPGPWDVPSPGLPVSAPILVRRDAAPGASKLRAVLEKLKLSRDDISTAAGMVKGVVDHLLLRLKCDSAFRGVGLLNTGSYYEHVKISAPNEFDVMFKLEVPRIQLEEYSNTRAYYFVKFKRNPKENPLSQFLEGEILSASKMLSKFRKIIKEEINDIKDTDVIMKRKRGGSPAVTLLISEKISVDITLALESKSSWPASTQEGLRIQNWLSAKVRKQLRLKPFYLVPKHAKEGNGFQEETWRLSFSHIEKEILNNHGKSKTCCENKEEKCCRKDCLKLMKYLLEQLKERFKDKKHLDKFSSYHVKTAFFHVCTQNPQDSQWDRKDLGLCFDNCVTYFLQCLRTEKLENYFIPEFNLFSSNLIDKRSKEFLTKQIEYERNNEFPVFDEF
Active calls of the source: *; nt = no result given; & = joins results of further samples. Unless noted, no stated cut-off is given here; in the data, active means inhibition above about 40%; inactive means the rest.

Values run as follows: NPYLR7 ag, mcGAS lum, hcGAS inh
(1) Cc1nn(C)c(C)c1CN(C(=O)c1cnn2ccn(C)c12)C1CC1
  -5, -12, -5
(2) CC1(C)OC(=O)CC1C(=O)N1CCC(Oc2ccc(C(F)(F)F)cc2)CC1 (stereo not given)
  6, nt, -5
(3) N#CC1(NC(=O)c2ccc(Br)cc2)CCC1
  0, -2, 2
(4) O=C(c1ccc2cccnc2c1O)N1CCCC(O)(CO)CC1 (stereo not given)
  -1, -3, -1
(5) CCSc1nnc(NC(=O)/C=C/c2cccc([N+](=O)[O-])c2)s1
  0, -6, -9
(6) COC(=O)C1CCN(C(=O)Cc2cc(-c3ccc4c(c3)OCO4)on2)CC1
  0, 0, 3
(7) CCN(CC)CCNC(=O)c1cc(NC(=O)Nc2ccc(C)cc2)ccc1N1CCC(C)CC1
  2, 0, 1
(8) COc1ccc(OC)c2sc(N(CCN3CCOCC3)C(=O)c3cc(C)no3)nc12
  2, nt, -5
(9) CCOP(=O)(OCC)c1nc(-c2ccc(C)cc2)oc1NC
  0, -2, -2
(10) CCOC(=O)c1nn(-c2cccc(Br)c2)c(=O)cc1OCc1ccccc1F
  14, nt, -4
(11) COc1ccccc1C1=NN(C(=O)CN2CCN(c3ccccc3F)CC2)C(c2cc(C)ccc2C)C1 (stereo not given)
  -2, -4, -5
(12) Cc1cn2c3c(=O)n(Cc4ccccc4)c(=O)n(C)c3nc2n1CCCn1ccnc1
  1, nt, -6
(13) CCCc1cc(=O)[nH]c(-n2nc(C)cc2NC(=O)c2cc(OC)cc(OC)c2)n1
  8, -5, -4
(14) CC1CCc2ccccc2N1Cc1nnc(C(=O)Nc2ccc(F)cc2)s1 (stereo not given)
  9, nt, -8
(15) N#Cc1c(NC(=O)Cn2cnc([N+](=O)[O-])n2)sc2c1CCCCC2
  -5, -4, -7
(16) Cc1cccc2oc(-c3ccc(Cl)cc3OS(=O)(=O)c3cccc(C(F)(F)F)c3)nc12
  -3, -3, -6
(17) C[C@@H]1CN(Cc2ccccc2)CCN1S(=O)(=O)N(C)CCC#N
  11, nt, -7
(18) COc1cccc(C(=O)NCCNc2ccc(Nc3ccccn3)nn2)c1OC
  17, nt, -7
(19) CCOC(=O)C1(C)CCCCN1C(=O)c1cc(F)ccc1C (stereo not given)
  2, nt, -10
(20) O=C(CCC(=O)N1CCN(c2ccccn2)CC1)Nc1ccccc1Nc1ccccc1
  -16, nt, -1
(21) Cc1occc1C(=O)N1CC(c2ccncc2)C1
  2, -17, -4
(22) COc1cccc(CN(CC2CC(c3ccc(F)cc3)=NO2)C(=O)c2cccc(F)c2)c1 (stereo not given)
  0, -2, -1
(23) COc1cc2sc(C(=O)N(C)Cc3ccccc3)c(Cl)c2cc1OC
  11, -2, -4
(24) COc1ccccc1NC(=O)N(C)CCN1C(=O)C(C)SC1c1ccc(Cl)c(Cl)c1 (stereo not given)
  2, 0, 2
(25) Nc1nc(N=Cc2ccccc2Cl)n[nH]1
  2, -6, -11
(26) Cc1cccc(-c2ncc(CN(C)CC3CCN(Cc4ccc(C)o4)CC3)cn2)c1
  7, -7, -6
(27) COc1cccc2cc(C(=O)Nc3cccc(C(C)=O)c3)c(=O)oc12
  0, -7, -3
(28) CC(NCc1cc(Br)c2c(c1)OCO2)c1ccccc1OC(F)F (stereo not given)
  2, nt, -7
(29) COc1ccc(C(=O)N2CC[C@@H](CC(=O)O)[C@@H](CCN(C)CCN(C)C)C2)cc1
  -8, -7, -5
(30) Cc1coc(-c2ccc(C)c(NC(=O)c3cccc(NS(C)(=O)=O)c3)c2)n1
  5, nt, -10
(31) COc1ccc(OC)c(Nc2nnc(-c3cc4cc(Cl)ccc4oc3=O)s2)c1
  -8, -5, -5
(32) CN(C(=O)CC1C(=O)NCCN1Cc1cccc(Oc2ccccc2)c1)C1CCOCC1 (stereo not given)
  10, nt, -8
(33) CCOC(=O)CCC(=O)N1CCCN(c2c(-c3ccc(OC)cc3)cnc3ncnn23)CC1
  -1, -8, -4
(34) CCOC(=O)c1nn(-c2ccc(F)cc2)c(=O)cc1OCC(=O)Nc1ccc(C)cc1C
  8, nt, -5
(35) COCCCN(CC(=O)N(CCc1c[nH]c2ccccc12)Cc1ccccc1)C(=O)/C=C/c1ccccc1
  -4, -5, -16
(36) CC(C)CN(C1CCN(C)CC1)C1CN(C(=O)c2cn(C)cn2)C1
  nt, -5, -4
(37) CCS(=O)(=O)N1CCN(C(=O)Nc2ccc(C)cc2F)CC1
  1, nt, -1
(38) C=CCOc1c(Br)cc(/C=N\NC(=O)COc2nc(C)cc(COC)c2C#N)cc1Br
  -12, 4, 7
(39) CCOc1ccc(-c2n[nH]c(=S)n2CC(=O)N(C)C(C)c2ccccc2)cc1 (stereo not given)
  4, -20, -11
(40) Cn1cc(CNCCCn2cccn2)c(-c2ccc3c(c2)OCCO3)n1
  5, nt, -3
(41) COc1cccc(-n2nnc3c(SCc4ccccc4C)ncnc32)c1
  -1, -1, -3
(42) Cc1nc(SCc2cccc(C(=O)O)c2)nc(N2CCN(c3ccccc3F)CC2)c1C
  1, -4, -4
(43) COc1ccc(CCn2c(C)c(C)n3c4c(=O)n(CC(C)=O)c(=O)n(C)c4nc23)cc1OC
  2, -7, -5
(44) CSc1ccc(COc2ncnc3sc4c(c23)CCC4)cc1
  0, -7, -4
(45) O=C(Nc1ccc(SCc2ccccc2F)nn1)c1ccco1
  5, nt, -6
(46) Fc1ccc(-c2csc(SCc3cn4ccccc4n3)n2)cc1
  7, nt, -8
(47) Fc1ccc(-n2c(C3C4CCCCC43)n[nH]c2=S)cc1 (stereo not given)
  -9, nt, -2
(48) COc1cc(OC)c(NC(=O)N2CC(=O)N3CCc4c(F)cccc4C3C2)cc1Cl (stereo not given)
  2, -9, -10
(49) CCCCCC(C)NCc1sccc1C (stereo not given)
  11, -2, 0
(50) O=C1C(C(c2cccs2)N2CCc3ccccc3C2)Sc2ncnn21 (stereo not given)
  2, -7, -1
(51) Cc1nc2c(cnn2-c2ccccc2)c(=O)n1NC(=S)Nc1ccccc1
  9, nt, 7
(52) Cc1cc(C)nc(NN=Cc2c(C)nc3scc(C)n23)n1
  -16, nt, -8
(53) CC(C)CN(CC(O)c1ccccc1)C(C)c1nc(C2CC2)no1 (stereo not given)
  0, nt, -14
(54) CC(=O)N(Cc1noc(C2CC2)n1)C1CCN(CC2CCOCC2)C1 (stereo not given)
  5, nt, -8
(55) N#CC1C(=N)Oc2n[nH]c(C(F)(F)F)c2C1c1ccco1 (stereo not given)
  5, 1, 0
(56) Cc1cn2c3c(=O)n(CC(=O)OCc4ccccc4)c(=O)n(C)c3nc2n1C1CCCC1
  4, -5, -1
(57) O=C1C=CC2=C3c4cc(O)c(O)cc4CC3(O)COC2=C1O (stereo not given)
  -2, nt, 25
(58) CC(C)C(=O)NNC(=O)c1nn(C)c(=O)c2ccccc12
  1, -3, 6
(59) COc1cc(CN2CCC(NCc3scnc3C)C2)cc(OC)c1 (stereo not given)
  5, nt, -8
(60) Cc1cc(C)c(S(=O)(=O)NC2CC(C)(C)NC(C)(C)C2)cc1C
  4, nt, -5

The list goes on.
Values run as follows: NPYLR7 ag, mcGAS lum, hcGAS inh
(61) CC1C(=O)N(c2ccc(Oc3ccccc3)cc2)CCN1C(=O)Cc1ccccc1 (stereo not given)
  1, -5, -3
(62) COc1ccc(C)cc1N1CC(C)Cn2c1nc1c2c(=O)n(CC(C)=O)c(=O)n1C (stereo not given)
  nt, -8, -7
(63) O=C(NCC1CCCO1)C1CC(=O)N(C2CCCCCCC2)C1 (stereo not given)
  11, nt, -7
(64) CC(NC(=O)C1CCN(C(=O)C2CC2)CC1)c1cccc(C#N)c1 (stereo not given)
  5, nt, -5
(65) CC(NC(=O)C1CCN(S(=O)(=O)c2ccc3c(c2)OCCCO3)CC1)c1cccc(Cl)c1 (stereo not given)
  2, nt, -4
(66) CC(C)c1cc(C(=O)N2CCc3onc(-c4ccc5c(c4)OCO5)c3C2)n[nH]1
  0, nt, -2
(67) O=C(Nc1c2c(nn1-c1nc3ccccc3s1)CCC2)c1cccs1
  6, nt, 2
(68) CCCSc1ncc(CN2CCC3(CCC(=O)N(C)CC3)CC2)cn1
  -9, -1, -1
(69) O=C(CCc1nnc(C2(c3ccc(Cl)cc3)CCC2)o1)NCCCN1CCCC1=O
  0, -6, -2
(70) c1ccc(COC2CCCN(Cc3ccc4c(c3)OCCO4)C2)nc1 (stereo not given)
  -3, nt, -5
(71) Cn1cc(C(=O)NC2CCCCC2)c2nn(-c3ccccc3)c(=O)c-2c1
  10, -9, -4
(72) FC(F)(F)c1cccc(NCc2n[nH]c(=S)n2C2CCCCC2)c1
  1, -2, 3
(73) Cc1ccc(S(=O)(=O)NCC(=O)N(CCC#N)CC2CCCO2)cc1 (stereo not given)
  9, nt, -10
(74) CC1CN(S(=O)(=O)NC(C)c2ccc3ccccc3c2)CC(C)O1 (stereo not given)
  -2, nt, -2
(75) C=CCNc1sc(S(=O)(=O)CC)nc1S(=O)(=O)c1ccc(Cl)cc1
  -1, 1, 1
(76) COC(=O)C1=C(C)N=c2s/c(=C/c3cccc([N+](=O)[O-])c3)c(=O)n2C1c1ccc(OC(C)=O)cc1 (stereo not given)
  -10, -7, -4
(77) O=C1CCC(=O)N1OCCOc1ccc2c(c1)CCC2
  -2, nt, -6
(78) CCCCN(C)c1c(CC)nc2ccc(C(=O)NCCCn3ccnc3)cn12
  6, -2, -4
(79) Cc1c(C(C)NC(=O)CCCN2CCCC2=O)cnn1-c1cccc2ccccc12 (stereo not given)
  3&7, nt, -7&-6
(80) CN1C(=O)c2cccc3c(S(=O)(=O)Nc4nccs4)ccc1c23
  8, nt, 2
(81) CN1C(=O)C2(CCN(C(=O)c3ccc(F)c(F)c3)CC2)c2ccccc21
  1, -12, -6
(82) CCn1c(C)c(C(=O)CN(CC2CCCO2)C(=O)c2ccccc2F)c(C)c1C(=O)OC (stereo not given)
  -7, -6, -9
(83) COCCc1noc(C2CCCCN2CC(=O)Nc2ccc(C)c(C)c2)n1 (stereo not given)
  -2, -13, -6
(84) Cc1nc2c(OCc3ccc(Cl)cc3Cl)cccn2c1N(C)CC1CC1
  7, -2, -5
(85) CCCc1cnc(C)nc1-c1ccccc1CO
  -4, -12, -8
(86) COc1cc(OC)cc(-c2cnccc2N)c1
  nt, -2, -3

Arranged by molar mass (highest first): some entries from above.
Values run as follows: NPYLR7 ag, mcGAS lum, hcGAS inh
(84) Cc1nc2c(OCc3ccc(Cl)cc3Cl)cccn2c1N(C)CC1CC1
  7, -2, -5
(83) COCCc1noc(C2CCCCN2CC(=O)Nc2ccc(C)c(C)c2)n1 (stereo not given)
  -2, -13, -6
(86) COc1cc(OC)cc(-c2cnccc2N)c1
  nt, -2, -3

Grouped by structure: the compounds so far with fluorine.
Values run as follows: NPYLR7 ag, mcGAS lum, hcGAS inh
(2) CC1(C)OC(=O)CC1C(=O)N1CCC(Oc2ccc(C(F)(F)F)cc2)CC1 (stereo not given)
  6, nt, -5
(10) CCOC(=O)c1nn(-c2cccc(Br)c2)c(=O)cc1OCc1ccccc1F
  14, nt, -4
(11) COc1ccccc1C1=NN(C(=O)CN2CCN(c3ccccc3F)CC2)C(c2cc(C)ccc2C)C1 (stereo not given)
  -2, -4, -5
(14) CC1CCc2ccccc2N1Cc1nnc(C(=O)Nc2ccc(F)cc2)s1 (stereo not given)
  9, nt, -8
(16) Cc1cccc2oc(-c3ccc(Cl)cc3OS(=O)(=O)c3cccc(C(F)(F)F)c3)nc12
  -3, -3, -6
(19) CCOC(=O)C1(C)CCCCN1C(=O)c1cc(F)ccc1C (stereo not given)
  2, nt, -10
(22) COc1cccc(CN(CC2CC(c3ccc(F)cc3)=NO2)C(=O)c2cccc(F)c2)c1 (stereo not given)
  0, -2, -1
(28) CC(NCc1cc(Br)c2c(c1)OCO2)c1ccccc1OC(F)F (stereo not given)
  2, nt, -7
(34) CCOC(=O)c1nn(-c2ccc(F)cc2)c(=O)cc1OCC(=O)Nc1ccc(C)cc1C
  8, nt, -5
(37) CCS(=O)(=O)N1CCN(C(=O)Nc2ccc(C)cc2F)CC1
  1, nt, -1
(42) Cc1nc(SCc2cccc(C(=O)O)c2)nc(N2CCN(c3ccccc3F)CC2)c1C
  1, -4, -4
(45) O=C(Nc1ccc(SCc2ccccc2F)nn1)c1ccco1
  5, nt, -6
(46) Fc1ccc(-c2csc(SCc3cn4ccccc4n3)n2)cc1
  7, nt, -8
(47) Fc1ccc(-n2c(C3C4CCCCC43)n[nH]c2=S)cc1 (stereo not given)
  -9, nt, -2
(48) COc1cc(OC)c(NC(=O)N2CC(=O)N3CCc4c(F)cccc4C3C2)cc1Cl (stereo not given)
  2, -9, -10
(55) N#CC1C(=N)Oc2n[nH]c(C(F)(F)F)c2C1c1ccco1 (stereo not given)
  5, 1, 0
(72) FC(F)(F)c1cccc(NCc2n[nH]c(=S)n2C2CCCCC2)c1
  1, -2, 3
(81) CN1C(=O)C2(CCN(C(=O)c3ccc(F)c(F)c3)CC2)c2ccccc21
  1, -12, -6
(82) CCn1c(C)c(C(=O)CN(CC2CCCO2)C(=O)c2ccccc2F)c(C)c1C(=O)OC (stereo not given)
  -7, -6, -9

Source: PubChem BioAssay
